ALOX12 inh: blocks human arachidonate 12S-lipoxygenase; purified 12hLO, xylenol orange hydroperoxide absorbance; Potency, µM (titrated, usually from 108 µM), for the others: at the top dose activity change, negative = inhibition, actives largely listed as inhibitors; AID 1671190; 580,000 tested, 1.1% active; note: potency is the fitted concentration of half-maximal effect; % is set by controls: 0 for no effect and ±100 for the full control effect
Target sequence (P18054 whole entry, looked up): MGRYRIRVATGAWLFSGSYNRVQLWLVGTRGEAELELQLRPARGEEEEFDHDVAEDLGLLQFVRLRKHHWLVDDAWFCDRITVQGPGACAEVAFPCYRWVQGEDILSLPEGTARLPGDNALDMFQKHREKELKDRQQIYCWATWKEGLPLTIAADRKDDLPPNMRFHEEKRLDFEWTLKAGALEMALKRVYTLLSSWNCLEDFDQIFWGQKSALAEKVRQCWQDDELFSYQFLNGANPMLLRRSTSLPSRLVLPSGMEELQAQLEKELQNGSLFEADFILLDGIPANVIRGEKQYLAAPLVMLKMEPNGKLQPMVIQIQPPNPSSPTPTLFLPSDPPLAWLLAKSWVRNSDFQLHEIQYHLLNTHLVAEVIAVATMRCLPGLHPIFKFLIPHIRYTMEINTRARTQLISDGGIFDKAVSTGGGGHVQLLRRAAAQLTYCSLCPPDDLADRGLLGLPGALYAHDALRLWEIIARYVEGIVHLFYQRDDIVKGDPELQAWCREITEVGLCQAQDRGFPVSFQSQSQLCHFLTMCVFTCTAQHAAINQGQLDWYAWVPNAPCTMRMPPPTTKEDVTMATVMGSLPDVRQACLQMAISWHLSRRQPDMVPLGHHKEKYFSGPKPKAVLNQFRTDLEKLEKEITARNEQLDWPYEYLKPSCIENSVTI
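Hydroperoxide product was detected by ferrous iron/xylenol orange as the 573 to 405 nm absorbance ratio. Arachidonic acid at 40 uM (final) was turned over for 30 min at room temperature by 150 nM human 12hLO, pH 7.0 Hepes buffer, after 15 min compound preincubation.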
BLM helicase inh: inhibitors of human Bloom syndrome helicase BLM. P54132. recombinant BLM DNA unwinding, fluorescence dequenching. Potency, µM (top dose mostly 56.1 µM), without a hit: top-dose activity change, negative = inhibition, most hits filed as inhibitors. 350,000 tested, 0.2% active;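 note: potency is the fitted concentration of half-maximal effect; plate controls were vehicle for no effect and no enzyme for full effect; nearly all actives have a fitted effect of over 35% in size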
Pol beta inh: DNA polymerase beta (human) inhibition | Pol beta primer extension/strand displacement, fluorescence kinetic | 340,000 tested, 1.3% active | Potency, µM (highest dose often 114 µM), for inactives: at the highest dose activity change, negative = inhibition, hits mostly inhibitors | AID 485314; note: potency is the fitted concentration of half-maximal effect; % is set by controls: 0 for no effect and ±100 for the full control effect
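Preincubation: enzyme (10 nM) with compound, 15 min, RT. Reaction: substrate added to 50 nM final. Reads: 0 and 10 min. Analysis: normalized, Hill fit.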
ERG-DNA inh: inhibitors of human ERG Ets domain-DNA interaction; fluorescence polarization, His-ERG Ets domain / labelled DNA; Potency, µM (highest dose often 76.9 µM), inactives show at the highest dose FP activity, negative = inhibition, most hits filed as inhibitors; 370,000 tested, 0.028% active; AID 624246; active = well fitted inhibition curve with a large enough effect in the polarisation, with a control signal flat; inconclusive = small, poorly fitted or top-dose-only effect, or effect the other way, or a change in a side signal; inactive = no such curve, though single readings can be large or run the other way; the % refers to the polarisation;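 note: polarization taken with two DNA probes labelled with fluorescein and Texas red; potency is the fitted concentration of half-maximal effect; % of control where 0% means no effect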
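His-tagged ERG Ets domain (1 uM in the protein solution; 300mM KCl, 50mM Tris-HCl, 1mM EDTA, 1mM DTT, pH 7.5) received compound, then a probe mix of 5 nM fluorescein-DNA and 100nM Texas-615-DNA. Fluorescence polarization was read for both dyes.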
Anesthetic bind: binds horse apoferritin like a general anesthetic; P02791; apoferritin/1-aminoanthracene competitive binding, fluorescence; Potency, µM (doses to about 77.5 µM), for the others: at the top dose activity change, negative = displacement, most hits filed as inhibitors; 350,000 tested, 0.074% active; AID 485281; note: potency is the fitted concentration of half-maximal effect; % is set by controls: 0 for no effect and ±100 for the full control effect; nearly all actives have a fitted effect of over 20% in size
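In PBS, apoferritin at 10 uM is loaded with 1-AMA from a 50% saturated solution. After 10 min of compound exposure at ambient temperature, reduced 535 nm fluorescence indicates probe displacement.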
POLI inh: blocks human DNA polymerase iota activity. Q9UNA4. Pol iota fluorescent replication assay, 10 min. Potency, µM (series often up to 115 µM), for the others: at the top dose activity, negative = inhibition, usual class: inhibitors. 390,000 tested, 1% active; note: potency is the fitted concentration of half-maximal effect
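Pol iota at 10 nM preincubated 15 min with compounds at room temperature; reaction started with fluorescent substrate, 50 nM final. Fluorescence read kinetically at 0 and 10 min; buffer-only wells as negative control.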
POLK inh: blocks human DNA polymerase kappa activity | Q9UBT6 | purified Pol kappa, fluorescent DNA synthesis assay, 10 min | Potency, µM (titrated, usually from 107 µM), for the others: at the top dose activity, negative = inhibition, actives largely listed as inhibitors | 400,000 tested, 0.53% active; note: potency is the fitted concentration of half-maximal effect; % is set by controls: 0 for no effect and ±100 for the full control effect
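Fluorescent qHTS in 1536-well format: enzyme (10 nM) and compound sat 15 min at room temperature before 50 nM substrate (final) was added. Signal taken at 0 and 10 min; no-enzyme buffer wells were negative controls.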
APEX1 inh: APE1 (human) endonuclease inhibition; P27695; recombinant APE1, TAMRA/BHQ-2 abasic DNA cleavage fluorescence; Potency, µM (series often up to 65.8 µM), for the others: top-dose activity change, negative = inhibition, most hits filed as inhibitors; 350,000 tested, 0.35% active; AID 2517;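 note: potency is the fitted concentration of half-maximal effect; plate controls were vehicle for no effect and reference inhibitor for full effect; nearly all actives have a fitted effect of over 55% in size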
Target sequence (P27695 whole entry, looked up): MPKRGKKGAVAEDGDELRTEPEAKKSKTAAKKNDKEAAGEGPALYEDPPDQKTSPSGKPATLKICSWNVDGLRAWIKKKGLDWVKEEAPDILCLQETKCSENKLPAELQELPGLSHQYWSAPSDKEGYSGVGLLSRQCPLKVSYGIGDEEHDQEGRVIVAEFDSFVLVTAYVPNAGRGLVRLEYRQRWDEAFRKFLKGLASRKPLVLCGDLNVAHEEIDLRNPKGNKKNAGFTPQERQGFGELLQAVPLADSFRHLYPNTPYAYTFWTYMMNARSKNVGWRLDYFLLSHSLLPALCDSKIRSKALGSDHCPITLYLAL
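Step 1: APE1 (0.75 nM) with compound, 15 min RT. Step 2: add 50 nM fluorophore/quencher THF duplex. Step 3: three fluorescence reads 60 s apart (525/598 nm); read 3 minus read 1 = reaction progress.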
TRHR agonist: activates the human TRH receptor; P34981; TRHR cells, calcium flux fluo-8, FDSS agonist mode; activation, % at 2 µM; 360,000 tested, 0.18% active; AID 493084; in the data active = activation above about 30%; note: 0% is about no effect
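Steps: seed TRHR cells overnight; add fluo-8 no-wash Ca dye, RT 30 min–1.5 h; record 10 s baseline; pin-transfer compounds; monitor fluorescence 1 cycle/s for the agonist window. Calcium increases flag candidate agonists.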
Starred values were filed as active, the others as inactive; [ ] = remark or other dose. Unless noted, calls come from the whole dose curve; as a rule, active = well fitted curve in the direction sought with a large enough effect; inconclusive = small, poorly fitted or top-dose-only effect, or another doubt; inactive = no such curve, though single readings can be large; an effect the other way counts as inactive or inconclusive. An excerpt (hit frequency here may not be typical).

Results for N=c1c(C(=O)NCc2ccco2)cc2c(=O)n3ccccc3nc2n1Cc1ccccc1 ?
ALOX12 inh: 64%[activator]; BLM helicase inh: -9%; Pol beta inh: -16%; ERG-DNA inh: 12%; Anesthetic bind: -3%; POLI inh: inconclusive; POLK inh: -19%; APEX1 inh: -1%; TRHR agonist: 1.4

Results for O=C(NCc1ccc(Cl)cc1)C1CCN(S(=O)(=O)c2cccs2)CC1 ?
ALOX12 inh: 19%; BLM helicase inh: 0%; Pol beta inh: 28%; ERG-DNA inh: 10%; Anesthetic bind: -12%; POLI inh: 48%[activator]; POLK inh: 1%; APEX1 inh: 10%[12.4 µM]; TRHR agonist: 0.2

How did CCOC(=O)C1CCCN(C(=O)c2cc(-c3ccccc3)nc3ccccc23)C1 (stereo not given) do in these assays?
ALOX12 inh: -18%; BLM helicase inh: -4%; Pol beta inh: 28%; ERG-DNA inh: -1%; Anesthetic bind: -15%; POLI inh: 70%[activator]; POLK inh: -9%; APEX1 inh: 19%; TRHR agonist: -0.2

Results for O=C(/C=C\c1ccco1)NC(=S)Nc1ccccc1O ?
ALOX12 inh: inconclusive; BLM helicase inh: -7%; Pol beta inh: 56µM*; ERG-DNA inh: 34%[activator]; Anesthetic bind: -6%; POLI inh: inconclusive; POLK inh: inconclusive; APEX1 inh: 0%; TRHR agonist: 4.6

Results for CN(Cc1ccccc1N1CCCC1)C(=O)c1cc2ccccc2o1 ?
ALOX12 inh: -5%; ERG-DNA inh: 1%; POLI inh: 5%; POLK inh: 0%; APEX1 inh: -2%

Results for Cc1ccccc1OCCC(=O)OCC(=O)Nc1c(C)nn(-c2ccccc2)c1C ?
ALOX12 inh: -4%; ERG-DNA inh: -13%; POLI inh: 24%; POLK inh: -11%; APEX1 inh: 2%; TRHR agonist: 0.3

What do the screens show for `Cc1cc(C)cc(NC(=O)Nc2cc(-c3ccccc3)nn2C)c1`?
ALOX12 inh: inconclusive; BLM helicase inh: -7%; Pol beta inh: inconclusive; ERG-DNA inh: 3%; Anesthetic bind: -14%; POLI inh: 28%; POLK inh: 0%; APEX1 inh: -9%; TRHR agonist: -0.1

What do the screens show for `O=C(CCC1CCCN(C(=O)c2ccc3cc[nH]c3c2)C1)N1CCN(c2ccccn2)CC1` (stereo not given)?
ALOX12 inh: -8%; BLM helicase inh: 2%; Pol beta inh: 40µM*; ERG-DNA inh: 19%; Anesthetic bind: -15%; POLI inh: -4%; POLK inh: 8%; APEX1 inh: 2%; TRHR agonist: -0.2

Results for CN(C(=O)c1cccc(NC(=O)Cc2ccc(NC(=O)C3CCN(C(=O)C4CCCCC4)CC3)cc2)c1)C1CC1 ?
ALOX12 inh: 101%[activator]; ERG-DNA inh: -5%; POLI inh: -3%; POLK inh: -2%

How did COc1cc(C(=O)NCC(c2ccco2)N(C)C)cc(OC)c1OC (stereo not given) do in these assays?
ALOX12 inh: -3%; BLM helicase inh: 4%; Pol beta inh: 8%; ERG-DNA inh: -2%; Anesthetic bind: 3%; POLI inh: 6%; POLK inh: 1%; APEX1 inh: 1%; TRHR agonist: -0.4

Next section; the last 4 above are carried over.
What do the screens show for `Cc1cc(C)cc(NC(=O)Nc2cc(-c3ccccc3)nn2C)c1`?
ALOX12 inh: inconclusive; BLM helicase inh: -7%; Pol beta inh: inconclusive; ERG-DNA inh: 3%; Anesthetic bind: -14%; POLI inh: 28%; POLK inh: 0%; APEX1 inh: -9%; TRHR agonist: -0.1

What do the screens show for `O=C(CCC1CCCN(C(=O)c2ccc3cc[nH]c3c2)C1)N1CCN(c2ccccn2)CC1` (stereo not given)?
ALOX12 inh: -8%; BLM helicase inh: 2%; Pol beta inh: 40µM*; ERG-DNA inh: 19%; Anesthetic bind: -15%; POLI inh: -4%; POLK inh: 8%; APEX1 inh: 2%; TRHR agonist: -0.2

Results for CN(C(=O)c1cccc(NC(=O)Cc2ccc(NC(=O)C3CCN(C(=O)C4CCCCC4)CC3)cc2)c1)C1CC1 ?
ALOX12 inh: 101%[activator]; ERG-DNA inh: -5%; POLI inh: -3%; POLK inh: -2%

How did COc1cc(C(=O)NCC(c2ccco2)N(C)C)cc(OC)c1OC (stereo not given) do in these assays?
ALOX12 inh: -3%; BLM helicase inh: 4%; Pol beta inh: 8%; ERG-DNA inh: -2%; Anesthetic bind: 3%; POLI inh: 6%; POLK inh: 1%; APEX1 inh: 1%; TRHR agonist: -0.4

What do the screens show for `COc1ccccc1NC(=O)CCNS(=O)(=O)c1ccc2[nH]c(=O)oc2c1`?
ALOX12 inh: 0%; BLM helicase inh: 0%; Pol beta inh: -10%; ERG-DNA inh: -12%; Anesthetic bind: -9%; POLI inh: inconclusive; POLK inh: inconclusive; APEX1 inh: 6%; TRHR agonist: 0.2

Results for COCCN1Cc2cccc(C(=O)NCc3ccccc3OC)c2C1=O ?
ALOX12 inh: 18%; BLM helicase inh: 0%; Pol beta inh: 2%; ERG-DNA inh: -11%; Anesthetic bind: -5%; POLI inh: -3%; POLK inh: 7%; APEX1 inh: -2%; TRHR agonist: -0.1

How did Cc1ccnc(N2CCC(C(=O)NC3CCCCCC3)CC2)n1 do in these assays?
ALOX12 inh: -6%; BLM helicase inh: 0%; Pol beta inh: -3%; ERG-DNA inh: -6%; Anesthetic bind: -8%; POLI inh: 8%; POLK inh: -8%; APEX1 inh: -1%; TRHR agonist: 0.1

Results for CC(C)n1cnc2c(NCc3ccccc3)nc(NCc3ccccc3)nc21 ?
ALOX12 inh: 5%; BLM helicase inh: -17%; Pol beta inh: 8%; ERG-DNA inh: 1%; Anesthetic bind: -4%; POLI inh: -21%; POLK inh: -2%; APEX1 inh: -7%; TRHR agonist: -0.5

What do the screens show for `Cc1ccc(NC(=O)Cn2c(=O)n(CCC(=O)NCc3ccccc3Cl)c(=O)c3ccccc32)c(C)c1`?
ALOX12 inh: 0%; BLM helicase inh: -7%; Pol beta inh: -14%; ERG-DNA inh: 0%; Anesthetic bind: -9%; POLI inh: -12%; POLK inh: -12%; TRHR agonist: 1.0

How did COC(=O)[C@@]1(C)[C@H]2C(=O)N(Cc3ccccc3)C(=O)[C@H]2[C@H]2CN=C(SCc3ccc(C)cc3)N21 do in these assays?
ALOX12 inh: 40µM*; ERG-DNA inh: -5%; POLI inh: -13%; POLK inh: -4%; APEX1 inh: -15%

Results for Cc1cccn2c(=O)c3cc(C(=O)N(C)C)n(C)c3nc12 ?
ALOX12 inh: 0%; BLM helicase inh: 0%; Pol beta inh: 40%; ERG-DNA inh: -3%; Anesthetic bind: 78%[activator]; POLI inh: 3%; POLK inh: -15%; APEX1 inh: 13%; TRHR agonist: 0.6

Results for COc1ccc(-c2cc(C(=O)NCc3ccc(F)cc3)c3c(-c4ccc(F)cc4)[nH]nc3n2)cc1OC ?
ALOX12 inh: 1%; BLM helicase inh: -1%; Pol beta inh: 3%; ERG-DNA inh: 0%; Anesthetic bind: 76%[activator]; POLI inh: 21%; POLK inh: -7%[60.1 µM]; TRHR agonist: 0.5

What do the screens show for `O=C(COc1ccccc1)Nc1ccncc1Cl`?
ALOX12 inh: 14%; BLM helicase inh: -1%; Pol beta inh: 14%; ERG-DNA inh: -3%; Anesthetic bind: -15%; POLI inh: 22%; POLK inh: 3%; APEX1 inh: 35%; TRHR agonist: -1.3

How did COc1cc(/C=C2\C(=O)ON=C2c2ccccc2)cc(OC)c1OC do in these assays?
ALOX12 inh: inconclusive; BLM helicase inh: 2%; Pol beta inh: 0%; ERG-DNA inh: 0%; Anesthetic bind: -13%; POLI inh: 12%; POLK inh: 1%; APEX1 inh: -10%; TRHR agonist: 0.9

Results for CC(=O)c1ccc(OCCCC(=O)NCCc2ccc(C(F)(F)F)cc2)cc1 ?
ALOX12 inh: -16%; BLM helicase inh: -7%; Pol beta inh: -7%; ERG-DNA inh: 1%; Anesthetic bind: 3%; POLI inh: -10%; POLK inh: -4%; APEX1 inh: 18%; TRHR agonist: -0.6

Results for O=S(=O)(Nc1ccc(-c2ccccc2)cc1)c1ccccc1 ?
ALOX12 inh: -16%; ERG-DNA inh: 0%; POLI inh: 17%; POLK inh: -11%

How did O=C(CCl)N1CCN(S(=O)(=O)c2ccc3ccccc3c2)CC1 do in these assays?
ALOX12 inh: inconclusive; BLM helicase inh: -7%; Pol beta inh: 16%; ERG-DNA inh: 1%; Anesthetic bind: -7%; POLI inh: inconclusive; POLK inh: -1%; APEX1 inh: 40%[activator]; TRHR agonist: 0.2

Results for O=C(CC1C(=O)NCCN1Cc1c(F)cccc1Cl)NCCCOc1cccnc1 (stereo not given) ?
ALOX12 inh: 19%; BLM helicase inh: -1%; Pol beta inh: 11%; ERG-DNA inh: 23%; Anesthetic bind: -4%; POLI inh: -13%; POLK inh: -8%; APEX1 inh: -1%; TRHR agonist: 0.1

How did O=C(NC1CC2CCCC(C1)N2Cc1ccccc1)c1ccc([N+](=O)[O-])cc1 (stereo not given) do in these assays?
ALOX12 inh: -14%; BLM helicase inh: -2%; Pol beta inh: 1%; ERG-DNA inh: -6%; Anesthetic bind: -3%; POLI inh: 25%; POLK inh: 5%; APEX1 inh: -11%; TRHR agonist: -0.3

What do the screens show for `Nc1nccc(-c2cccs2)n1`?
ALOX12 inh: 0%; BLM helicase inh: 2%; Pol beta inh: 0%; ERG-DNA inh: 8%; Anesthetic bind: -10%; POLI inh: 88%[activator]; POLK inh: 3%; APEX1 inh: -10%; TRHR agonist: 0.2

Bioassay records from PubChem.
